PLC-gamma1 inh: PLC-gamma1 enzyme inhibitors, primary screen, biochemical, fluorescence, purified enzyme. 370,000 compounds, 0.84% hits. AID 720700, 2013. inhibition, % at 12.2 µM. 1-phosphatidylinositol 4,5-bisphosphate phosphodiesterase gamma-1 (Homo sapiens), P19174. fluorogenic substrate; in the data active = inhibition above about 9.5%
UHRF1 binding: UHRF1 methylated DNA binding inhibitors, primary screen, counter-screen for MBD2 inhibitor project, biochemical, TR-FRET, human UHRF1, single concentration | 370,000 compounds, 0.75% hits | UHRF1 binding to methylated oligo | E3 ubiquitin-protein ligase UHRF1 (Homo sapiens), Q96T88 | inhibition, % at 4.4 µM | AID 687016, 2013; in the data active = inhibition above about 21%;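 note: UHRF1 SRA domain binding a hemimethylated CpG hairpin DNA probe; 0% = median of test compound wells and 100% = reference inhibitor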
HGIII-sPLA2 inh: human group III sPLA2 inhibitors, primary screen, biochemical, QFRET, BODIPY PC-A2 liposome substrate | Group 3 secretory phospholipase A2 (Homo sapiens), Q9NZ20 | QFRET BODIPY PC-A2 liposome hydrolysis, fluorescence | inhibition, % at 12.2 µM | 370,000 compounds, 0.56% hits;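 active = inhibition above mean plus 3 SD of compounds lying within the high and low control bounds, cut at about 19% in these data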;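 note: 0% = median of test compound wells and 100% = no enzyme DMSO wells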
Tn7 DDE FP: inhibitors of Tn7 peptide binding to fibrin DD(E), primary screen, biochemical, fluorescence polarization, human fibrin, Tn7 probe; FP displacement of FITC-Tn7 peptide from fibrin DD(E); 0% = median of compound wells per plate; 370,000 compounds, 0.13% hits; inhibition, % at 8.3 µM;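 active = inhibition above the mean of compounds falling within the control limits plus 3 SD of them, cut at about 14% in these data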;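 note: 0% = plate median of compound wells and 100% = 10 µM Aha-Tn7 peptide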
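System: human fibrin DD(E); quantity: Fibrin-DD(E) at 2 µM final; also added: fluorescent Tn7 probe at 0.1 µM; compound dosing: single nominal test concentration of 8.3 µM per compound; schedule: 10 min preincubation, 3 h with tracer, room temperature; detection: fluorescence polarization of the labelled Tn7 tracer; repeats: one replicate per compound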
ASAP1 GAP inh: inhibitors of human ASAP1 ArfGAP activity, primary screen, biochemical, fluorescence polarization; Arf-GAP with SH3 domain, ANK repeat and PH domain-containing protein 1 (Homo sapiens), …; ASAP1-stimulated ARF1 GTP hydrolysis, GDP FP detection; inhibition, % at 16.5 µM; 360,000 compounds, 0.19% hits; AID 624377, 2012; in the data active = inhibition above about 25%;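 note: 0% = vehicle with enzyme and substrate and 100% = no enzyme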
Target sequence (Q9ULH1 325-724 limits assumed): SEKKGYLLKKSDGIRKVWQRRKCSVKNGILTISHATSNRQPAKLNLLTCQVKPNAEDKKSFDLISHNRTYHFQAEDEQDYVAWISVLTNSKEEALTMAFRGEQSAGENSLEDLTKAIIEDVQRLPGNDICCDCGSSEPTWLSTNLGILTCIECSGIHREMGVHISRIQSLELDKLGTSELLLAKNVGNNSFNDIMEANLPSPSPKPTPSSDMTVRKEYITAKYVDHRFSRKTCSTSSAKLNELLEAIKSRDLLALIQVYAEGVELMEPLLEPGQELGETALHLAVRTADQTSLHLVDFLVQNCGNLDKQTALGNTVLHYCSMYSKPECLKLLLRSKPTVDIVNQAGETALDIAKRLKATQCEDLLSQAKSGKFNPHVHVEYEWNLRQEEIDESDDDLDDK
ARFGAP1 inhibitor: inhibitors of rat ARFGAP1 GAP activity, primary screen, biochemical, fluorescence polarization, GDP tracer; ADP-ribosylation factor GTPase-activating protein 1 (Rattus norvegicus), Q62848; Arfgap1-stimulated ARF1 GTP hydrolysis, GDP FP detection; inhibition, % at 16.5 µM; 360,000 compounds, 0.26% hits; AID 651572, 2012;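 active = inhibition above a per-plate limit, mean inhibition of low control wells plus 3 SD, cut at about 25% in these data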;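 note: 0% = DMSO wells with enzyme and 100% = wells lacking Arfgap1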
Target sequence (Q62848 1-136 limits assumed): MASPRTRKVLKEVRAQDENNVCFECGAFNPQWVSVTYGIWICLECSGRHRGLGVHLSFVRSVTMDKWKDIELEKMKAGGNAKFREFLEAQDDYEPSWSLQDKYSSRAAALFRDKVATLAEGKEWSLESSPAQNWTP
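Assay system: Rat Arfgap1 GAP domain (His6, aa 1-136), purified enzyme | Buffer or medium: HEPES 25 mM pH 7.5, NaCl 150 mM, MgCl2, DTT | Schedule: GTP hydrolysis reaction 2 h at 25 °C | Signal: FP of antibody-bound GDP Alexa 633 tracer, ex 620/em 688 nm | Measure: Percent inhibition of Arfgap1-stimulated GTP hydrolysis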
PLC-beta3 inh: human PLC-beta3 inhibitors, primary screen, biochemical, fluorescence; inhibition, % at 12.2 µM; AID 720704, 2013; Purified PLC-beta3, fluorogenic substrate; 1-phosphatidylinositol 4,5-bisphosphate phosphodiesterase beta-3 (Homo sapiens), Q01970; 370,000 compounds, 0.18% hits; in the data active = inhibition above about 11%;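 note: 0% = median of compound wells on plate and 100% = full blocker control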
Rev-erbA mod: modulators of Rev-erb alpha DNA binding, primary screen, biochemical, FITC-DNA, fluorescence polarization, uHTS. Rev-erbα–FITC-DNA binding, 90 min. activity, % at 10 µM. 370,000 compounds, 0.79% hits;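 active = activity above about 14%, limit read from the data; passing the limit was not always enough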;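 note: 0% = DMSO wells with 35 nM protein and 100% = DMSO wells with 750 nM protein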
proKLK7 act: proKLK7 zymogen activators, primary screen, biochemical, fluorescence intensity. Kallikrein-7 (Homo sapiens), P49862. purified proKLK7, EDANS-DABCYL substrate fluorescence; 100% is mature enzyme control, 0% vehicle. activation, % at 7 µM. 370,000 compounds, 0.9% hits. AID 652039, 2013;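 active = activation above the mean of all tested compounds plus 3 SD, computed per campaign excluding outliers beyond control limits, cut at about 13% in these data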
Target sequence (P49862 whole entry, looked up): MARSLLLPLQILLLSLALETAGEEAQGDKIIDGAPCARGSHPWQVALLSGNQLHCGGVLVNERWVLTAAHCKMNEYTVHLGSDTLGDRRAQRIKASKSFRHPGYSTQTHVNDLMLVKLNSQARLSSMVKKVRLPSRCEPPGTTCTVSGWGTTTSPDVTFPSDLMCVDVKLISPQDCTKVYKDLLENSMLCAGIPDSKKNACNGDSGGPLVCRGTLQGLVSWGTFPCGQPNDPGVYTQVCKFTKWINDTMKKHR
Tn6 DDE FP: inhibitors of Tn6 peptide binding to fibrin DD(E), primary screen, biochemical, fluorescence polarization, human fibrin, Tn6 probe; Fibrin DD(E) TRITC-Tn6 fluorescence polarization displacement; 370,000 compounds, 0.21% hits; inhibition, % at 8.3 µM; AID 720509, 2013; Fibrinogen beta chain (Homo sapiens), P02675;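 active = inhibition above a per-campaign cutoff: mean of compounds within control limits plus 3 SD, cut at about 15% in these data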;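 note: 0% = median of all compound wells on the plate and 100% = blocking peptide control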
* hit, by the source's call; i = inactive; . = no result given.

SMILES	PLC-gamma1 inh	proKLK7 act	Rev-erbA mod	HGIII-sPLA2 inh	Tn6 DDE FP	ARFGAP1 inhibitor	Tn7 DDE FP	UHRF1 binding	PLC-beta3 inh	ASAP1 GAP inh
CCOC(=O)C1=C(c2ccccc2)NC(=O)NC1c1ccc(OC)c(OC)c1 (stereo not given)	1	0.5	-3	-4	5	0	1	-1	-2	-5
CCc1noc(C)c1C(=O)Nc1cc(C(F)(F)F)ccc1-n1cncn1	0	-0.2	-1	7	6	6	-3	-2	2	5
CC(C)CC(=O)NC(=S)Nc1ccc(N2CCCC2)c(Cl)c1	3	-0.2	-5	6	-2	2	-2	-1	-4	-5
COc1ccc(NC2=C(C(C)=O)C(c3ccccc3)C(C(C)=O)C(C)(O)C2)cc1 (stereo not given)	-4	-0.4	-1	-5	6	-1	-7	61*	-11	-12
CCOC(=O)c1cnc2oc3ccccc3n2c1=O	-7	0.5	0	2	-9	6	-7	2	-15	3
S=c1[nH]cc(-c2ccc(Cl)cc2)n1Cc1ccccc1	5	-0.2	26*	24*	0	1	1	1	-3	3
Cc1cc(C)c(NC(=O)CN(C)C(=O)CNC(=O)c2cccs2)c(C)c1	-3	0.1	-5	5	-2	5	-2	9	-2	-17
CSc1ncccc1C(=O)OCC(=O)N(C)Cc1ccc(C)cc1	0	0.2	2	3	-1	10	5	-1	-2	-6
COC(=O)c1cc2c(n(Cc3ccccc3)c1=O)CCCC2=O	-18	0.4	-2	-2	-6	-12	-3	1	-25	-2
O=C(NCC1CC1)c1cc(-c2ccccc2)nn1CC1CC(c2cccnc2)=NO1 (stereo not given)	0	0.9	-2	-3	-5	12	-1	0	-1	-2
Cc1cc(/C=C2\SC(N)=NC2=O)c(C)n1-c1ccc(F)cc1	-19	0.4	-4	-1	-4	1	0	-6	-22	-2
CCC1([N+](=O)[O-])COC(c2ccc(C(C)C)cc2)OC1 (stereo not given)	1	0.4	-2	-7	5	-2	3	-1	0	7
Cc1ccc(S(=O)(=O)NNC(=S)Nc2cccc(C)c2C)cc1	1	-0.3	-7	15	2	9	-5	1	-6	7
CCCCn1c(N)c(N(CCOC)C(=O)C2CCN(C(=O)c3ccc(F)cc3)CC2)c(=O)[nH]c1=O	1	-0.5	3	6	-6	-7	-3	-5	-10	6
COc1ccc(-c2cc(C(=O)NCc3ccco3)no2)cc1OC	-2	-0.6	-4	11	4	-5	3	2	0	0
N#Cc1ccccc1COC(=O)c1cc(S(=O)(=O)N2CCOCC2)ccc1F	-1	0.6	3	-7	8	-3	3	-1	0	-2
Cn1c2ccccc2c2nnc(SCc3ccc4nonc4c3)nc21	2	-0.1	-6	-4	-4	-11	1	-1	2	11
COc1ccc(CC(=O)Nc2ccc(C)cc2O)cc1S(=O)(=O)N1CCOCC1	-12	0.1	4	-9	-10	-6	-4	-3	-14	-5
CC1CCc2c(C(=O)Nc3ccc(OC(F)(F)F)cc3)csc2C1 (stereo not given)	0	0.1	-5	16	1	8	3	3	4	-6
O=C(COC(=O)CSc1ccc(Cl)cc1)Nc1ccc2[nH]c(=O)[nH]c2c1	-2	0.6	1	0	5	-12	10	-3	-5	-1
CC(C)c1ccc(NC(=O)CSc2nnc(-c3ccco3)n2C)cc1	-3	-0.3	2	1	6	.	5	3	-2	.
C#CCNC(=O)C[C@@H]1C[C@@]2(C(=O)OCC)CCC=C2N(Cc2ccc3c(c2)OCO3)C1=O	7	-0.6	0	-5	0	-1	-5	-1	3	-4
O=C(CSc1nc2ccccc2n1Cc1ccc(Cl)cc1)N/N=C/c1ccc(C(=O)O)cc1	1	-0.9	-2	2	0	-16	1	0	1	2
O=C(CCSCCc1ccccn1)Nc1ccc(Cl)cn1	-2	0.0	-1	1	-5	-5	-3	-3	0	-4
COc1cc(C2C(C#N)=C(N)OC3=C2C(=O)CCC3)c([N+](=O)[O-])cc1OC (stereo not given)	i	25*	5	-18	-3	4	1	-4	i	13
CC1CC2(CC(C)(C(=O)CSc3nc4ccccc4s3)OC2=O)C(=O)O1 (stereo not given)	-1	0.6	5	-15	-4	8	-2	-1	2	-4
CCOC(=O)CNC(=O)CSc1nnc(-c2cccs2)o1	2	0.2	-8	15	-4	.	-1	3	-7	.
COc1ccccc1-n1cc(C(=O)N2CCCC(CO)(Cc3ccccc3C)C2)cn1 (stereo not given)	1	1.2	1	-8	8	5	0	1	-1	15
CC(C)CCNC(=O)C1CCN(S(=O)(=O)c2ccc(-n3cnnn3)cc2)CC1	1	0.3	2	0	-2	6	-10	1	-4	-11
O=C(CNC(=O)c1cccc(OC(F)F)c1)OCc1cc(=O)n2cc(Br)ccc2n1	-19	0.8	-15	-2	2	-1	-1	9	-23	-2
COc1ccc(NC(=O)C2(C)CCN2Cc2ccc3ccccc3c2)cc1OC (stereo not given)	3	0.5	1	-11	-4	2	-8	0	-2	-8
Fc1ccc(-c2ccc3nccn3c2)cc1Cl	-4	0.3	0	-1	0	-4	-2	-1	-8	-5
Cc1cccc(C(=O)Nc2nnc(S(=O)(=O)N3CCCCCC3)s2)c1	-19	0.0	-1	-9	4	-14	-7	0	-25	3
COc1cc(C(=O)NC(=S)Nc2nc(-c3ccc(F)cc3)cs2)cc(OC)c1OC	1	-0.2	-8	6	3	8	2	2	-9	7
CCOC(=O)N1CCN(S(=O)(=O)c2ccc3c(c2)SCC(=O)N3)CC1	4	-0.1	-7	-6	-1	-1	1	-2	3	-6
Nc1ccc2oc(-c3ccccc3Cl)nc2c1	i	0.8	-3	4	4	-5	0	-3	i	4
Cc1ccc(S(=O)(=O)NC(=O)NC2=NC(C)(C)N(c3ccc(Cl)c(Cl)c3)C(N)=N2)cc1	-1	0.0	4	-7	4	3	-5	-1	0	0
COc1ccc(NC(=O)CC(C)c2ccccc2)cc1S(=O)(=O)N1CCOCC1 (stereo not given)	-1	0.1	1	0	-2	6	-5	-3	-10	3
CCc1ccc2[nH]c(=O)c(C(c3nnnn3Cc3ccccc3)N3CCOCC3)cc2c1 (stereo not given)	0	0.0	4	4	1	2	-2	-2	2	9
Cc1cc2cc(CN(Cc3ccc4c(c3)OCO4)C(=O)c3cnccn3)c3nnnn3c2cc1C	1	-0.5	6	9	9	1	1	-2	6	2
COc1ccc(/C=N/Nc2ccccc2C(=O)O)cc1Cn1cc([N+](=O)[O-])cn1	-15	-0.1	-1	-3	-1	-14	2	0	-25	-4
COc1ccc(/C=C2/Sc3ccc(C(=O)NCCCN4CCOCC4)cc3NC2=O)cc1OC	-53	1.2	-4	-19	-16	17	-5	4	-84	32*
CCN(CC(=O)N1CCC(C)CC1)S(=O)(=O)c1ccc(C)cc1	1	0.3	-3	-2	-3	12	-3	-4	-5	9
c1ccc2c(c1)CCN(CCCNc1nc3ccccc3n3cnnc13)C2	-7	-0.3	-3	4	1	0	5	0	-11	-3
O=C(N/N=C/c1ccc(OC(=O)c2ccc([N+](=O)[O-])cc2)cc1)c1cccnc1	-1	-0.4	-4	7	-2	7	5	-1	-5	9
CC(C)CCNC(=O)CCCOc1cc(=O)n(C)c2ccccc12	2	0.4	3	-1	-3	2	2	-3	2	2
COc1ccc(S(=O)(=O)N2CCN(C(=O)c3ccccn3)CC2)cc1	-1	-0.2	-4	4	4	-5	-10	0	-4	1
Cc1ccc2nc(SCC(=O)Nc3cccc(Cl)c3)nc(=O)n2c1	1	0.1	5	-4	0	31*	5	-5	-4	17
CC1CCCN(S(=O)(=O)c2coc(C(N)=O)c2)C1 (stereo not given)	1	0.3	-5	4	-11	7	-4	2	5	-4
O=C(Nc1cccc(C(=O)NC2CCCCC2)c1)c1ccccc1	0	0.1	0	12	-6	10	-7	5	-8	5
CC(C)OC1=CC(=O)OC(c2cccc(Cl)c2)C1 (stereo not given)	2	-0.4	9	9	-3	-4	9	-1	-2	4
COC(=O)c1ccccc1NC(=O)C1CC(=O)N(c2ccc(C)c(C)c2)C1 (stereo not given)	-3	0.2	-1	-4	4	0	3	1	-2	-3
COCCNS(=O)(=O)c1cc(OC)c(Cl)cc1Cl	1	0.3	-1	1	4	3	8	-3	4	-12
